Screening data from PubChem BioAssay.
CRFBP-R2 agonist: agonists of human CRF-binding protein/CRF-R2 receptor complex | HEK293 CRF-R2/CRF-BP, calcium dye fluorescence (FLIPR); percent of saturating CRF peptide response | activation, % at 13.2 µM | 350,000 tested, 0.46% active;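 active = activation of at least 50%, plus an integration ratio under a set limit after plate pattern correction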;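 note: plate controls were neutral control wells without compound for no effect and CRF at EC100 for full effect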
M4 PAM: potentiates acetylcholine response at human M4 receptor | CHO-K1 hM4/Gqi5, Fluo-8 calcium fluorescence, ACh EC20; 0% = ACh EC20, 100% = maximal ACh | AID 624126 | activation, % at 3 µM | P08173 | 360,000 tested, 0.4% active;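 active = activation above its plate's cutoff, the mean activation of sample wells plus 3 SD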; note: some results filed as inactive read as strong as hits
Target sequence (P08173 whole entry, looked up): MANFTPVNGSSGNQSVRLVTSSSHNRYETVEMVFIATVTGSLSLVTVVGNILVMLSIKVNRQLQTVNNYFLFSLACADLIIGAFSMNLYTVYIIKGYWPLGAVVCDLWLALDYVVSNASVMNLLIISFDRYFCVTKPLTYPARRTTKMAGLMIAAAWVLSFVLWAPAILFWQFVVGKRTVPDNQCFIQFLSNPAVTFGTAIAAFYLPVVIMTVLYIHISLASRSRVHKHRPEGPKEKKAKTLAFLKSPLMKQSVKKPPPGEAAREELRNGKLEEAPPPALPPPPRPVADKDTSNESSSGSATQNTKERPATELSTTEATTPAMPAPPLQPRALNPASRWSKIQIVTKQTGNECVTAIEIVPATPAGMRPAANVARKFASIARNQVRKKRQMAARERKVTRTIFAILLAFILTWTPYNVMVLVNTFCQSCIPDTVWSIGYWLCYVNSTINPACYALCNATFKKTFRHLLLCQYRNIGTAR
PHOSPHO1 inh: blocks human PHOSPHO1 phosphatase activity. recombinant PHOSPHO1, absorbance phosphatase assay. inhibition, % at 13.3 µM. 290,000 tested, 1.1% active. Q8TCT1. AID 1565; in the data active = inhibition above about 60%
GalR3 antagonist: human GalR3 antagonism; HEK293 GalR3-CNG cAMP membrane potential fluorescence; galR3 body fused to GalR1 C-terminus; inhibition, % at 3 µM; 360,000 tested, 0.44% active; AID 651719;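 active = inhibition above the screen-wide average plus 3 SD, cut at about 13% in these data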;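 note: forskolin and galanin both at EC90 stimulate the cells; cAMP rise reported by CNG channel membrane potential dye signal; 0% = forskolin plus galanin with DMSO and 100% = forskolin alone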
IDE inh: inhibitors of human insulin-degrading enzyme in cells; AID 434962; 320,000 tested, 0.41% active; inhibition, % at 5.59 µM; P14735; HEK cells, FAbetaB cleavage, fluorescence polarization;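 active = percent inhibition above the average of all tested compounds plus 3 SD, set per screening campaign, cut at about 16% in these data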;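 note: IDE supplied by intact live HEK cells; FP after avidin binding of uncleaved biotin substrate so inhibition keeps polarization high; 0% = DMSO wells and 100% = 60 µM reference IDE inhibitor Ii1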
p-CIP stab down: compounds decreasing mouse p/CIP protein stability; AID 1984; F442A p/CIP-EGFP cells, EGFP fluorescence, 16 h; 290,000 tested, 0.01% active; decrease of EGFP signal, % at 10 µM;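 active = EGFP signal decrease of at least 30% at 10 µM or well 3 SD below plate mean, unless failing retest; inactive = the rest, including hits failing retest or dose response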; note: some compounds called inactive have numbers as strong as hits; many of its hits are not listed in these tables
CRFBP-R2 block: blocks CRF-induced signaling of the CRF-BP/CRF-R2 complex; inhibition, % at 11.8 µM; HEK293 CRF-R2/CRF-BP, CRF-induced calcium fluorescence; 350,000 tested, 0.59% active; AID 588475;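 active = inhibition of the ligand-induced calcium signal above about 50% at the single tested concentration, limit read from the data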
IDE cell activ: activators of human insulin-degrading enzyme in cells | P14735 | AID 493087 | activation, % at 5.96 µM | HEK cells, FAbeta-B cleavage, fluorescence polarization; 0% vehicle, 100% cell-free pure enzyme wells | 340,000 tested, 0.073% active;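 active = activation above the mean of all tested compounds plus 3 SD, set per screening campaign, cut at about 17% in these data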
MEKK3 PB1 HTS: raises or lowers MEK5 binding to the human MEKK3 PB1 domain; binding response (% of control), % at 10 µM; AID 1529; 290,000 tested, 1.4% active; Q99759; bead-based flow cytometry, Alexa488-MEK5 binding to MEKK3; actives lie on both sides; 0 = blocked by unlabeled MEK5, 100 = vehicle;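 active = binding response more than 3 SD above or below the average of its plate-row segment, actives on both sides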;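 note: Alexa488 bead fluorescence after subtracting the streptavidin-only scavenger bead signal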
Target sequence (Q99759 whole entry, looked up, the tested form may be a part): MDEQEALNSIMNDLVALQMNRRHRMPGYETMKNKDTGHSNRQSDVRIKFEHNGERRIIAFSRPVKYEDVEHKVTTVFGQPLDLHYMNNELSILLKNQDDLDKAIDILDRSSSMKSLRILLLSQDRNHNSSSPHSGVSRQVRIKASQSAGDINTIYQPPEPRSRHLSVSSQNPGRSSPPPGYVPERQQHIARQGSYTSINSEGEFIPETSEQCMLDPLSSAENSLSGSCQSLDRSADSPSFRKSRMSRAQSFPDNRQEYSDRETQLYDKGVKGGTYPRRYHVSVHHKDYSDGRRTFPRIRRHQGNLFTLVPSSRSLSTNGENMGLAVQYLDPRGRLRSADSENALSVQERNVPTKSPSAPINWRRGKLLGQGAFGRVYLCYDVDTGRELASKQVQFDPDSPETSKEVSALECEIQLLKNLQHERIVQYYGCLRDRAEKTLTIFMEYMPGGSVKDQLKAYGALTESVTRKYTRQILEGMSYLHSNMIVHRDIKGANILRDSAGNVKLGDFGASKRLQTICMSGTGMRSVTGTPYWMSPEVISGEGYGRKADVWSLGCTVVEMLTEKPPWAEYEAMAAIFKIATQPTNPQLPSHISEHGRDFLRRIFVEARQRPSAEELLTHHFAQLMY
* marks the source's active call; other numbers are inactive results; nt = no result given. The order is random; any-hit rate near 4.2%.

SMILES	CRFBP-R2 agonist	M4 PAM	PHOSPHO1 inh	GalR3 antagonist	IDE inh	p-CIP stab down	CRFBP-R2 block	IDE cell activ	MEKK3 PB1 HTS
CC(C)CC(=O)NC1(C(F)(F)F)C(=O)N(Cc2ccccc2)C2=C1C(=O)CC(C)(C)C2 (stereo unspecified)	-0.4	18.1	13.8	4.2	-1.4	-4.5	18.9	5.0	105.0
O=C(NCc1ccccc1F)C1CCN(C(=O)Nc2ccc(F)cc2)CC1	-0.1	-3.3	30.4	-4.6	-3.3	-9.1	3.0	6.2	101.0
CC(C)(C)[C@H]1C=C(C(=O)Nc2ccccc2)O[C@@H](OCCCCO)C1	-1.8	17.7	nt	-5.5	0.2	nt	-1.6	1.4	109.0
O=C(CNC(=O)c1ccc(Cl)cc1Cl)OCc1ccccc1	0.0	-1.9	nt	-3.2	8.8	nt	-0.2	-2.7	nt
O=C(NNC(=O)c1ccc2ccccc2c1O)NC1CCCCC1	-1.7	1.9	17.6	-1.9	nt	-3.4	21.4	3.2	99.0
C[C@H](CO)N1C[C@H](C)[C@@H](CN(C)S(=O)(=O)c2ccccc2)Oc2ccc(NC(=O)c3ccncc3)cc2C1=O	0.0	-3.0	nt	-0.7	6.7	nt	1.7	-3.4	nt
Cn1c(=O)[nH]c(=O)c2c1nc(NCCCn1ccnc1)n2Cc1ccc(F)cc1	-1.3	-1.1	-3.7	-1.3	4.2	-3.5	4.9	1.8	117.0
O=C(c1ccsc1)N1CCCC(N2CCN(c3cccc(C(F)(F)F)c3)CC2)C1 (stereo unspecified)	-1.0	-1.5	-2.0	-3.3	1.6	-1.4	7.6	2.3	105.0
Cc1noc(C)c1NC(=O)N(C)C[C@@H]1Oc2ncc(C#CC3CC3)cc2C(=O)N([C@@H](C)CO)C[C@@H]1C	-0.1	-1.5	nt	-6.9	nt	nt	-10.1	nt	nt
O=C(NCc1cccs1)C1CCN(S(=O)(=O)c2cccs2)CC1	-0.1	10.0	8.2	-4.0	4.6	7.4	-9.9	-1.7	105.0
CC(=O)c1ccc(S(=O)(=O)N2CCN(C(=O)c3ccc(COc4ccccc4)o3)CC2)cc1	2.0	-6.0	nt	-1.1	nt	nt	3.0	-0.6	nt
CCOc1ccc(NC(=O)NCc2cccn2C)cc1	-1.8	-2.7	41.9	-12.7	2.1	0.9	-2.3	2.9	104.0
Cc1ccc(C(=O)N(Nc2nc3ccccc3s2)C(=O)c2ccc(C)cc2)cc1	14.5	-14.0	4.9	-7.6	-2.8	0.7	-30.1	2.5	107.0
C=CC(=O)NCc1ccc(-c2csnn2)cc1	-1.6	-4.2	29.8	-1.5	5.0	-5.2	18.2	-3.1	100.0
COC(=O)c1ccc(COc2ccc(C=O)cc2OC)o1	0.0	8.1	13.7	-4.4	0.8	-4.7	-17.8	3.8	98.0
Cc1cccc(OC(=O)c2sc3ncn(C)c(=O)c3c2C)c1	-1.9	0.9	1.7	-6.7	-4.7	-5.6	-24.6	3.9	88.0
CNCC(=O)Nc1ccc(OC(F)(F)F)cc1	-1.1	-4.0	-10.2	-4.5	1.3	3.1	-6.3	0.8	102.0
COc1ccccc1N(Cc1ccccc1)S(=O)(=O)c1cccc(C(=O)NC2CC(C)(C)NC(C)(C)C2)c1	0.6	7.9	nt	-5.7	-7.7	nt	-27.3	0.9	nt
CCN(CC)S(=O)(=O)c1ccc2c(c1)nc(SCC(=O)N1CCOCC1)n2-c1ccccc1OC	0.8	5.8	24.4	0.0	-2.9	-1.3	-9.2	2.0	102.0
Cc1cc(C2=CC(C)(c3cc(C)oc3C)Nc3nc(C(F)(F)F)nn32)c(C)o1 (stereo unspecified)	nt	nt	-28.4	nt	-2.9	-21.4	nt	nt	91.0
CCOc1cc(C)c(Cl)cc1S(=O)(=O)N(C)C	-1.0	-0.2	3.7	-2.0	-0.3	-18.4	5.4	5.2	88.0
COc1ccc(Cl)cc1C(=O)OCC(=O)N(C)CC(=O)Nc1ccc(F)cc1	1.3	0.7	nt	-4.7	1.0	nt	0.8	-0.5	nt
CCOC(=O)N1CCN(S(=O)(=O)c2cccc3nsnc23)CC1	4.4	-3.5	-0.6	2.3	-8.6	0.6	-12.6	1.0	102.0
COc1ccc(CN2C(=O)c3cccnc3C2=O)cc1S(=O)(=O)NC1CCCCC1	-1.1	-0.6	69.0*	-0.1	2.6	-9.9	-12.2	1.7	98.0
Cc1ccccc1CC(=O)OCC(=O)Nc1ccc(C)c(S(=O)(=O)N2CCCCC2)c1	3.1	-6.1	nt	-1.2	-0.8	nt	-1.4	1.2	nt

Continued; the last two above are carried over.
SMILES	CRFBP-R2 agonist	M4 PAM	PHOSPHO1 inh	GalR3 antagonist	IDE inh	p-CIP stab down	CRFBP-R2 block	IDE cell activ	MEKK3 PB1 HTS
COc1ccc(CN2C(=O)c3cccnc3C2=O)cc1S(=O)(=O)NC1CCCCC1	-1.1	-0.6	69.0*	-0.1	2.6	-9.9	-12.2	1.7	98.0
Cc1ccccc1CC(=O)OCC(=O)Nc1ccc(C)c(S(=O)(=O)N2CCCCC2)c1	3.1	-6.1	nt	-1.2	-0.8	nt	-1.4	1.2	nt
C=C1N(c2ccccc2)C(=O)OC1(C)C	-0.3	-2.4	-6.4	-1.9	2.8	-15.2	14.9	4.2	104.0
COc1cccc(NC(=O)c2ccccc2-c2nc(-c3ccccc3)no2)c1	1.2	-1.1	-18.5	-4.4	3.9	9.4	-5.5	2.2	104.0
COc1c(/C=N/Nc2ccc(C(=O)O)cc2)c(CCN(C)C(C)=O)cc2c1OCO2	-1.8	4.5	23.7	-1.1	-0.4	-7.2	20.0	0.8	94.0
CCN=C1SC(CC(=O)NCCc2ccc(OC)cc2)C(=O)N1CC (stereo unspecified)	0.2	2.6	1.0	-7.4	2.1	3.6	7.3	7.8	96.0
CC(=O)c1cnc(-c2ccccn2)s1	-1.8	6.0	-16.4	9.2	-1.7	-2.9	-4.1	4.2	94.0
CC1(C)NC(=O)N(CC(=O)OCC(=O)c2ccc(Cl)s2)C1=O	5.8	-0.2	nt	-3.4	2.4	nt	-14.4	0.4	nt
CCCCNc1nc(N)nc(-c2cc(Cl)ccc2O)n1	1.6	23.3	-2.7	-1.6	3.5	-1.9	-39.5	0.5	102.0
CCOC(=O)CSc1nnc(NC(=O)c2ccco2)s1	-0.5	4.3	26.3	-6.3	0.8	-0.9	1.8	5.5	89.0
C/C(=C\c1ccccc1)CN1CCN(c2ccccc2F)CC1	-3.2	1.2	21.3	-2.2	0.3	-14.2	17.8	2.8	106.0
COc1ccc(-c2ccc(SCC(=O)NC3CCCC3)nn2)cc1OC	0.8	7.2	27.4	-0.1	1.8	-20.0	-0.7	1.0	97.0
CC(=O)Nc1ccc(C(=O)N/C(=C/c2ccccc2)C(=O)N2CCCCC2)cc1	0.4	0.7	23.3	-7.8	6.7	16.1	3.3	-0.1	103.0
Cc1nn(C)c(C(=O)N2CCc3ccccc32)c1Br	2.7	0.8	10.8	-2.1	8.5	-7.6	5.2	1.0	125.0
COc1ccc(CN2CCNC(=O)C2CC(=O)NCC2CCOCC2)cc1C (stereo unspecified)	-0.7	3.9	36.0	-3.5	nt	0.1	14.6	1.5	101.0
O=C(NC(Cc1ccccc1)C(=O)O)c1ccc(S(=O)(=O)N2CCCCC2)cc1 (stereo unspecified)	-0.5	7.5	-2.0	-1.9	1.5	-1.9	-10.2	-5.3	101.0
COc1ccc(NCc2nnc(SCc3ccccc3)n2-c2ccc(OC)cc2)cc1	-1.6	4.4	33.0	-6.2	-5.0	-7.7	19.4	-0.1	107.0
CC(C)(CO)NS(=O)(=O)c1ccc2c(c1)C(=O)c1cc(S(=O)(=O)NC(C)(C)CO)ccc1-2	-3.1	6.7	24.8	-7.0	-2.0	-7.2	-5.4	0.3	110.0
O=C1c2ccccc2C(=O)N1CN(C(=O)COc1ccccc1)c1ccc(F)cc1	-0.2	4.0	4.7	-3.0	0.1	6.0	-9.7	1.5	100.0
C=CCn1c(=NC(=O)c2ccc(S(=O)(=O)N3CCCc4ccccc43)cc2)sc2cc(S(N)(=O)=O)ccc21	0.7	3.6	23.2	1.9	7.9	-11.0	-8.0	3.6	99.0
CC1(C)Cc2c(c(N3CCCC3)nc3sc4c(N5CCNCC5)ncnc4c23)CO1	-5.9	nt	-3.6	nt	2.0	-3.2	-12.8	nt	102.0
CC(C)(C)C(=O)c1no[n+]([O-])c1/C(=N/O)C(C)(C)C	-0.2	1.0	5.6	-7.1	-4.2	-1.2	2.6	4.4	91.0
N#C/C(=C(/O)c1ccc([N+](=O)[O-])s1)c1nc2ccccc2[nH]1	19.8	-10.5	7.9	-5.7	4.0	-15.9	25.1	-3.5	102.0
CCOc1ccc(C2C3=C(CCCC3=O)Nc3ccc4ncccc4c32)cc1 (stereo unspecified)	-1.2	-1.7	9.0	-3.3	-0.5	0.7	-3.2	-5.5	75.0
O=C(Nc1ccccc1)Oc1ccccc1N1CCOCC1	-0.3	6.3	3.2	-0.6	3.6	-13.5	11.7	0.7	92.0
COc1ccc(/C=C2\CCn3c2nc2ccccc2c3=O)cc1OC	-2.1	2.4	44.7	nt	2.5	-2.8	6.4	2.8	105.0
COc1ccccc1NC(=O)CSc1nncn1N	0.5	-1.2	44.1	-10.1	nt	-3.9	5.9	3.5	102.0

Further results:
SMILES	CRFBP-R2 agonist	M4 PAM	PHOSPHO1 inh	GalR3 antagonist	IDE inh	p-CIP stab down	CRFBP-R2 block	IDE cell activ	MEKK3 PB1 HTS
CC1=NN(c2nc(-c3ccc(F)cc3)cs2)C(=O)C1	0.8	-1.9	15.8	nt	-4.0	-4.7	-8.6	-1.0	109.0
Cc1cc(C)cc(NC(=O)C2CCCN(c3nccc(C)n3)C2)c1 (stereo unspecified)	0.8	4.0	9.7	nt	-0.7	12.2	54.4*	3.8	86.0
COC(=O)c1ccc(NC(=O)CNS(=O)(=O)c2cccs2)cc1	2.4	4.9	-11.1	-1.6	2.5	-10.5	-3.7	-3.6	87.0
CON(C)S(=O)(=O)c1ccc2c(c1)NC(=O)C1CCCN21 (stereo unspecified)	2.3	0.5	-20.1	-0.7	4.0	1.2	7.7	2.1	103.0
Cn1c(NC(=O)C[n+]2cc(-c3ccccc3)n3c2CCC3)cc(=O)n(C)c1=O	-2.0	5.2	-3.8	-3.0	6.0	-11.9	6.7	0.6	91.0
Cc1cc2oc(=O)cc(Cn3ncc(Cl)c(Cl)c3=O)c2cc1Cl	1.6	-2.8	49.8	nt	-0.2	5.5	-6.1	1.9	101.0
COC(=O)CC1SC(=O)NC1=Nc1ccc(OC)cc1 (stereo unspecified)	-7.9	-6.0	3.2	-2.6	-4.1	0.5	73.3*	4.1	112.0
Cc1nc2ccccc2cc1OCc1ccccc1	-0.3	-10.1	42.0	-5.6	-6.3	-19.4	7.8	-4.5	nt
O=C(O)Cc1ccc(C(=O)c2ccccc2F)s1	-1.8	-3.3	10.8	-5.0	-0.6	-16.8	3.1	3.2	nt

Shown as a hit in CRFBP-R2 block, among the entries above:
SMILES	CRFBP-R2 agonist	M4 PAM	PHOSPHO1 inh	GalR3 antagonist	IDE inh	p-CIP stab down	CRFBP-R2 block	IDE cell activ	MEKK3 PB1 HTS
Cc1cc(C)cc(NC(=O)C2CCCN(c3nccc(C)n3)C2)c1 (stereo unspecified)	0.8	4.0	9.7	nt	-0.7	12.2	54.4*	3.8	86.0
COC(=O)CC1SC(=O)NC1=Nc1ccc(OC)cc1 (stereo unspecified)	-7.9	-6.0	3.2	-2.6	-4.1	0.5	73.3*	4.1	112.0
